Screening results: PubChem BioAssay, several laboratories
NCOA1 inh: inhibitors of human steroid receptor coactivator 1 (SRC1); Q15788; HEK293 GAL4-SRC1 luciferase reporter, luminescence; inhibition, % at 3.6 µM; actives 0.12% (n = 360,000);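 active = inhibition above the campaign mean plus 3 SD, with each screening campaign given its own cutoff, cut at about 60% in these data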;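 note: 0% = DMSO treated cells and 100% = gossypol at 36 µM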
Target sequence (Q15788 whole entry, looked up, the tested form may be a part): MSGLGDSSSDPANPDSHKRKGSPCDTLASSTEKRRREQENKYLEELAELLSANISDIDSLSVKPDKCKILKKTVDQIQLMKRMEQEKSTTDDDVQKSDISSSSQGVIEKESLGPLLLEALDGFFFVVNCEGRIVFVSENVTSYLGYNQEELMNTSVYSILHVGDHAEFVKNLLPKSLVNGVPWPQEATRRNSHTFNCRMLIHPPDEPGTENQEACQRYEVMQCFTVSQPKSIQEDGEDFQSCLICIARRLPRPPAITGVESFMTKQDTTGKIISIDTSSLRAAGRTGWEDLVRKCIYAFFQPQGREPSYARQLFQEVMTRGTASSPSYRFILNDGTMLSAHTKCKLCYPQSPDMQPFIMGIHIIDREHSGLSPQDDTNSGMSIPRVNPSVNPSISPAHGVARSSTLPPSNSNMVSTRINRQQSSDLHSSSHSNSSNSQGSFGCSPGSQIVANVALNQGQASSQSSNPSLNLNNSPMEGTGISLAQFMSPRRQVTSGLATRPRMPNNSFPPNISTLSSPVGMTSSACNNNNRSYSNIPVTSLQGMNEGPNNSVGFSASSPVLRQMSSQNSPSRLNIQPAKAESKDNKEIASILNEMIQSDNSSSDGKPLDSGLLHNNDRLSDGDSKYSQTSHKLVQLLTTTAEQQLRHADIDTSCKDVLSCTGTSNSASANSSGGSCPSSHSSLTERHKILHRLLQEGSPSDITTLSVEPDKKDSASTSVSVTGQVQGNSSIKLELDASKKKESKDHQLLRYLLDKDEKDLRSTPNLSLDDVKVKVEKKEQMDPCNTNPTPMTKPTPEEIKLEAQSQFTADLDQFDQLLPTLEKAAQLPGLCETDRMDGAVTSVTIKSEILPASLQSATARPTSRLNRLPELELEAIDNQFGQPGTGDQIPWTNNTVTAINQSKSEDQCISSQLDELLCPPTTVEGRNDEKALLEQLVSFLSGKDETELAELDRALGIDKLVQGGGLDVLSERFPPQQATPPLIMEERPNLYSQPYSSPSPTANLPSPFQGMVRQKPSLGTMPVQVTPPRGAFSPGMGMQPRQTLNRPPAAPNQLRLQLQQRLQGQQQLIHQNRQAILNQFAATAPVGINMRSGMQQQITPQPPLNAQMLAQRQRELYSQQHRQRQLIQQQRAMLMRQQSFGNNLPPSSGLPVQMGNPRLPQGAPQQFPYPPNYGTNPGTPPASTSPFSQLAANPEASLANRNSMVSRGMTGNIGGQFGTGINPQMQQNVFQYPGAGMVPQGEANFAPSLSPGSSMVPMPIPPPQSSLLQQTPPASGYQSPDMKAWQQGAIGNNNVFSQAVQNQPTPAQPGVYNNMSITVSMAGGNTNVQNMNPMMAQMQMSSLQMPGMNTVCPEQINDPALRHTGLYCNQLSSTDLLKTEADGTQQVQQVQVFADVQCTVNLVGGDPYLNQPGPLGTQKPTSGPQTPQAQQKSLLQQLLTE
LMP1 NFkB inh: Epstein-Barr LMP1 NF-kappaB reporter inhibition | actives 0.69% (n = 350,000) | LMP1-induced NF-kappaB luciferase reporter cells, luminescence | inhibition, % at 12.5 µM; in the data active = inhibition above about 41%;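 note: 0% = neutral control wells and 100% = reference inhibitor control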
NCOA3 inh: inhibits human SRC3 coactivator; Q9Y6Q9; HEK293 GAL4-SRC3 luciferase reporter, luminescence; inhibition, % at 3.6 µM; actives 0.17% (n = 360,000); AID 588352;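 active = inhibition above a per-campaign cutoff, the mean of all compounds plus 3 SD, cut at about 60% in these data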;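 note: 0% = DMSO-treated cells and 100% = gossypol-treated cells at 36 µM; higher means less SRC3-driven luciferase light from the GAL4 reporter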
Shn3 inh set2: reduces Shn3 3'UTR luciferase signal in osteoblasts; Clone20 osteoblast Shn3 3'UTR firefly luciferase, 24 h; inhibition, % at 12.5 µM; actives 0.52% (n = 360,000); AID 588674;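 active = mean inhibition of at least 75% with every replicate also reaching 75%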;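 note: 0% = median of neutral control wells and 100% = pilot-screen positive control compound; some compounds past the cut are filed as inactive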
NR5A2 inv ag: suppresses constitutive activity of human LRH-1 | O00482 | HEK293T StAR-luciferase reporter, LRH-1 transfected, 24 h | inhibition, % at 3.6 µM | actives 0.13% (n = 360,000) | AID 602396;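 active = inhibition above the mean inhibition of all tested compounds plus 3 SD, cut at about 73% in these data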;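 note: 0% = DMSO wells and 100% = reporter-only cells lacking LRH-1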
TRAIL sens C8: sensitizes caspase-8 expressing cells to TRAIL | NB7+C8 cells + TRAIL, ATPlite viability luminescence | inhibition (viability loss, TRAIL sensitization), % at 10 µM | actives 1% (n = 360,000) | AID 624354;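 active = compounds causing at least 50% loss of cell viability in the single-dose screen, relative to plate controls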
NR2F2 inh: blocks human COUP-TFII nuclear receptor | P24468 | HEK293T NGFI-A luciferase reporter, luminescence | inhibition, % at 8.6 µM | actives 0.7% (n = 370,000) | AID 686940;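 active = inhibition above a per-plate cutoff, mean inhibition of test wells between control levels plus 3 SD, cut at about 38% in these data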;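 note: cells cotransfected with COUP-TFII expression vector driving the NGFI-A reporter; 0% = median of COUP-TF2 test wells and 100% = reporter-only cells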
TROY signal inh: blocks TROY-dependent signaling in reporter cells. actives 0.98% (n = 360,000). AID 1347056. inhibition, % at 10 µM. Q293 LMP1-TROYcd NF-kB luciferase reporter, 4 h;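 active = compounds whose plate-normalised and pattern-corrected inhibition of the luciferase reporter signal at the single screening dose is 50% or more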
CF NFkB inh: cystic fibrosis NF-kB activation inhibition | actives 0.86% (n = 360,000) | AID 588850 | inhibition, % at 5 µM | KKLEB NF-kB-GFP reporter, PAF-induced, GFP fluorescence overnight;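 active = at least 50% inhibition at 5 µM, scaled per plate between neutral and stimulator controls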;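 note: PAF is a Pseudomonas aeruginosa culture filtrate used as stimulus; plate controls were PAF-stimulated DMSO wells for no effect and unstimulated DMSO wells for full effect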
KKLEB tox: counter-screen for CF NF-kB inhibitors: cytotoxicity | KKLEB CF airway cells viability, ATPlite luminescence, overnight; hits give low values; cells stimulated with P. aeruginosa culture filtrate | activity change (cytotoxicity), % at 5 µM | actives 0.36% (n = 360,000);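 active = corrected activity change at or below -50% at 5 µM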
TWEAK Fn14 block: inhibitors of TWEAK-Fn14 interaction signaling; TWEAK-stimulated Fn14 reporter cells, luciferase luminescence, 8 h; inhibition, % at 10 µM; actives 2% (n = 360,000); in the data active = inhibition above about 50%
Active calls of the source: *; / = no result given. A portion of the library; the hit share may differ from the screen's.

canonical_smiles,NCOA1 inh,LMP1 NFkB inh,NCOA3 inh,Shn3 inh set2,NR5A2 inv ag,TRAIL sens C8,NR2F2 inh,TROY signal inh,CF NFkB inh,KKLEB tox,TWEAK Fn14 block
CC(C)NC(=O)C1Cc2c(-c3ccc(Cl)cc3)ccnc2O1 (stereo not given),0,/,14,3,13,-10,3,-3,-1,0,-12
Cc1ccc(N2C(=O)c3ccc(C(=O)N4CCN(Cc5ccccc5)CC4)cc3C2=O)cc1,-2,-6,7,5,1,-1,6,15,9,-4,5
COc1ccccc1OCC(=O)Nc1ccc(S(=O)(=O)N2CCCCCC2)cc1,4,4,-14,13,-12,-4,11,20,-1,-5,3
C=CCn1c(=O)/c(=C/c2ccc(F)cc2)s/c1=C(\C#N)c1nnc2n1CCCCC2,7,16,14,4,9,-7,-3,5,-15,-28,3
O=C(c1ccccc1F)N1CCN=C1SCc1cccnc1,9,1,10,3,-14,-3,5,3,20,4,10
COc1cc(CN2CCN(C(=O)c3cccc4ccccc34)CC2)cc(OC)c1OC,-4,-1,-5,-6,7,-7,10,7,12,-11,-19
CCN(CC)C(=O)C1=C(C)N(Cc2ccc(C(C)(C)C)cc2)C(=O)C(CC(=O)NCc2cccs2)C1 (stereo not given),-66,2,-3,-4,-5,8,13,5,7,-11,16
C=CCCC(=O)Nc1ccc(Br)cn1,-2,-11,-10,-3,11,-26,-20,4,-3,4,2
CCC(C)N(C(=O)COC(=O)c1ccc(N)c([N+](=O)[O-])c1)C1CCS(=O)(=O)C1 (stereo not given),-5,-4,-1,1,-5,-6,-9,7,-4,3,18
O=[N+]([O-])c1ccc(N/N=C/c2cccc(O)c2O)c(S(=O)(=O)N2CCOCC2)c1,-27,-23,7,75,-4,22,2,10,-37,10,-17
COc1cccc(CN2CCN(C(=O)c3ccc(-c4ccccc4)cc3)CC2)c1OC,1,8,5,19,2,1,7,14,15,0,-6
CC(C)(C)c1cc(NC(=O)CSc2nncs2)n(-c2ccccc2)n1,11,11,2,4,-10,-1,7,19,8,6,2
COc1cccc(CNS(=O)(=O)c2csc(C(N)=O)c2)c1,-8,1,-1,3,-2,11,13,2,0,-7,19
COC(CN(C(=O)CCl)C(C(=O)NC1CCCCC1)c1ccc(C)cc1)OC (stereo not given),-18,0,7,-1,-6,-14,0,-37,-10,9,0
CNc1nc(N)nc(-c2cc(Cl)ccc2OC)n1,-1,13,-23,-12,9,1,-1,16,-2,2,10
O=C(/C=C/c1ccc2c(c1)OCO2)NCCSCc1cccc(Cl)c1,15,-12,26,7,10,6,-10,7,-6,7,-1
COc1ccc(OC)c2c(N)c(C#N)c(C(F)(F)C(F)(F)F)nc12,6,1,-25,9,17,-1,-2,-6,10,-18,-33
CCN(Cc1ccc(Cl)s1)C(=O)c1cccc(OCc2c(C)noc2C)c1,2,1,26,1,10,0,13,13,5,7,-1
N=C(N1CCCc2ccccc21)N1CCCc2ccccc21,3,6,1,-20,-21,5,-17,6,37,-24,-10
O=[N+]([O-])c1cccnc1N1CCN(c2ccccc2F)CC1,-9,-14,5,-23,-19,18,-1,-14,5,1,-15
CCN(CC)S(=O)(=O)c1cccc(C(=O)NC(C(=O)Nc2nnc(C)s2)C(C)C)c1 (stereo not given),-10,-7,7,1,-2,3,23,12,1,4,10
CC(=O)c1ccc(OC2(C)CCN(Cc3cccn3-c3nccs3)C2)cc1 (stereo not given),-2,/,-4,-26,10,10,-15,0,-30,2,-5
CN1c2ccsc2C(O)=C(C(=O)Nc2ccccc2)S1(=O)=O,-23,5,11,-17,18,1,-5,-20,-21,12,-10
COc1ccccc1/C=N/NC(=O)CN(C1=NS(=O)(=O)c2ccccc21)c1ccccc1,25,-7,6,-5,11,3,20,2,-3,8,11
CCCN(CC(=O)Nc1ccccc1C)C(=O)COc1c(Cl)cccc1Cl,3,-1,10,2,9,-14,-10,2,-20,4,-8
C/C(CCc1ccc2c(c1)OCO2)=N\N=C(/N)SC1CC(=O)N(c2ccc(Cl)cc2)C1=O (stereo not given),-22,-14,2,8,-4,11,-23,-11,3,-2,-2
CCCC(=O)Nc1c(C(=O)OCC)oc2ccccc12,0,5,8,18,0,-21,-10,12,7,-4,-11
CCCc1nnc(NC(=O)Cn2c(=O)oc3cc(Br)ccc32)s1,-6,-4,9,1,-18,-14,10,11,13,0,-2
CC1CC(C)CN(C(=O)C(C)N2CCN(S(=O)(=O)c3ccc(C(F)(F)F)cc3)CC2)C1 (stereo not given),1,-5,30,19,9,-8,5,-4,16,-7,-2
O=C1N/C(=C\c2ccc(O)cc2)C(=O)c2ccccc21,8,11,13,-37,3,25,/,30,12,1,18

canonical_smiles,NCOA1 inh,LMP1 NFkB inh,NCOA3 inh,Shn3 inh set2,NR5A2 inv ag,TRAIL sens C8,NR2F2 inh,TROY signal inh,CF NFkB inh,KKLEB tox,TWEAK Fn14 block
COc1ccc(C(=O)/C(=C/c2cccs2)c2nc3ccccc3o2)cc1,-9,-12,-33,-29,-12,7,-21,52*,-11,2,51*
CC(=O)C1=C(O)C(=O)N(Cc2cccnc2)C1c1ccc(Cl)cc1 (stereo not given),9,-3,-7,-10,19,-8,1,-2,2,-8,-2
CCC(CC)C(=O)NCc1ccccc1OC,-5,0,19,-3,15,36,12,-1,-10,12,17
CCOC(=O)[C@@H]1[C@H]2COc3ccc(Br)cc3[C@H]2N2C(=O)N(c3cccc(F)c3)C(=O)[C@]12C,3,-5,-13,9,0,-10,-14,-3,14,3,-7
COc1cc(-c2noc(C)c2C(=O)N[C@@H](CO)Cc2ccccc2)cc(OC)c1OC,2,2,0,-11,1,-7,4,18,-10,0,6
COc1ccc(C2(C)NC(=O)N(CC(=O)NC(C)c3ccc(CC(C)C)cc3)C2=O)cc1 (stereo not given),10,3,8,9,-4,8,0,15,3,13,13
COc1ccc(CCN2C(=O)CC(NCCc3ccc(S(N)(=O)=O)cc3)C2=O)cc1OC (stereo not given),5,6,7,-8,-11,-10,14,10,-6,7,-30
CCOC(=O)c1sc2ncn(/N=C/N(C)C)c(=O)c2c1C,-9,4,-1,4,0,-15,16,-3,10,-6,6
COc1ccc(NC(=O)CSc2nnc3ccc(-c4ccncc4)nn23)cc1,12,6,20,4,1,-4,12,5,-14,1,18
CCC(=O)OCC(=O)c1cc(C)n(-c2ccc(Br)cc2)c1C,-8,-12,-2,0,32,7,15,-9,12,4,-28
COc1cc(/C=N/NC(=O)c2ccccc2)ccc1OS(=O)(=O)c1ccccc1,-10,10,-25,0,-71,-6,-8,7,8,0,2
COc1ccc2nc(NC(=O)CSc3nc(C)cc(C)n3)sc2c1,-12,13,6,23,-1,-2,19,-2,2,0,1
Cn1c(SCC(=O)N/N=C/c2cccs2)nc2ccccc21,-2,-1,2,-25,-2,3,1,-37,0,10,-19
CCOC(=O)[C@]12CCCC=C1N(Cc1ccco1)C(=O)[C@H](CC(=O)NCCCCc1ccccc1)C2,/,/,/,/,-4,-1,0,-15,/,/,22
Cc1ccc(-c2cc(C(=O)N3CCCc4ccccc43)c3ccccc3n2)cc1,-7,-6,-2,46,18,16,1,-9,18,-30,-14
Cn1c(=O)n(C)c2cc(S(=O)(=O)NCc3ccco3)ccc21,-2,2,-6,6,3,-17,5,1,9,3,8
Cc1cc(C(=O)COC(=O)c2ccc(CO)cc2)c(C)n1CC1COc2ccccc2O1 (stereo not given),1,4,7,-6,3,6,3,-23,-8,9,35
COCCn1c(Cc2ccccc2)nnc1SCC(=O)Nc1cc(C)on1,3,-2,5,-4,14,2,2,14,10,7,-17
Cn1c(SCC(=O)Nc2nccs2)nnc1-c1ccncc1,-2,-10,12,-9,-1,5,19,0,11,1,-3
Cc1ccccc1OCC(=O)Nc1cccc(C(=O)O)c1,-48,77*,-50,56,-98,37,11,18,11,-2,59*
CCOc1ccc(N(CC(=O)NN=C2CCCC2)S(C)(=O)=O)cc1,-10,9,-4,-16,7,2,-1,-8,-4,1,-6
O=C(CN1C(=O)CS/C1=C\c1nc(-c2ccc(Cl)cc2)cs1)Nc1cccnc1Cl,9,-4,3,1,-8,-4,-7,2,19,2,-6
CN1CCN(C(=O)c2ccc(Cl)cc2)CC1,2,2,5,-11,-9,-6,3,14,-14,-5,25
COC(=O)c1csc(S(=O)(=O)N2CCOCC2)c1OC,5,-6,3,1,12,-5,-32,-12,26,-20,-1
Cc1nc(NC(=O)c2ccccc2)sc1-c1csc(Nc2ccc(C(=O)O)cc2)n1,-6,-14,-24,-25,-15,18,-58,-44,66*,-4,40
COc1cccc(C(=O)COc2ccc3ccc(=O)oc3c2)c1,-4,1,1,-20,-6,12,-5,-28,-1,0,-42
CC(NC(=O)COC(=O)c1ccc2c(=O)n3c(nc2c1)CCCCC3)c1ccccc1 (stereo not given),-1,-3,3,1,-19,7,8,-1,-6,-4,-6
COc1cc(C(=O)Nc2ccc3nc(N4CCN(C)CC4)cc(C)c3c2)cc(OC)c1OC,22,-22,10,-1,9,1,-49,-10,-5,-7,-28
Cc1ccc(-n2nc(C)c(C(C)(O)C(F)(F)F)c2N)cc1 (stereo not given),-11,3,9,7,-14,-16,-10,7,0,6,14
O=C(c1ccc2c(=O)n(Cc3ccc4c(c3)OCO4)c(=S)[nH]c2c1)N1CCCCC1,13,4,8,21,-3,16,-10,17,11,-12,-7

2 entries picked at random from those above, as already listed:
canonical_smiles,NCOA1 inh,LMP1 NFkB inh,NCOA3 inh,Shn3 inh set2,NR5A2 inv ag,TRAIL sens C8,NR2F2 inh,TROY signal inh,CF NFkB inh,KKLEB tox,TWEAK Fn14 block
O=C(c1ccccc1F)N1CCN=C1SCc1cccnc1,9,1,10,3,-14,-3,5,3,20,4,10
C=CCn1c(=O)/c(=C/c2ccc(F)cc2)s/c1=C(\C#N)c1nnc2n1CCCCC2,7,16,14,4,9,-7,-3,5,-15,-28,3

(cont.)
canonical_smiles,NCOA1 inh,LMP1 NFkB inh,NCOA3 inh,Shn3 inh set2,NR5A2 inv ag,TRAIL sens C8,NR2F2 inh,TROY signal inh,CF NFkB inh,KKLEB tox,TWEAK Fn14 block
CN(C)S(=O)(=O)N(CC(=O)N1CCN(c2ccccc2)CC1)c1ccccc1,-1,-1,6,1,16,3,-34,6,6,-2,0
COC(=O)CSc1[nH]c2ccccc2c1[N+](=O)[O-],-14,-2,10,-3,-3,1,30,3,7,6,-5
CN(C)S(=O)(=O)c1ccc(C(=O)Nc2ccc(Cl)cc2)cc1,-18,-18,-26,3,2,12,-2,-29,-8,-13,-14
CC(=O)c1ccc(N=C2C(=O)Nc3ccccc32)cc1,17,17,0,2,1,-2,-12,-13,24,-5,12
CCOc1ccccc1NC(=O)COC(=O)c1ccc(S(=O)(=O)N2CCCC2)cc1,14,2,-7,-7,-7,-6,14,21,-1,20,1
COc1ccc(C(C(=O)NC2CCCC2)N(CCCO)C(=O)c2snc(C(N)=O)c2N)cc1 (stereo not given),-26,3,3,11,-12,-8,-1,-22,3,-5,-1

Marked active in CF NFkB inh, of those listed so far:
molecule,NCOA1 inh,LMP1 NFkB inh,NCOA3 inh,Shn3 inh set2,NR5A2 inv ag,NR2F2 inh,CF NFkB inh,TWEAK Fn14 block
Cc1nc(NC(=O)c2ccccc2)sc1-c1csc(Nc2ccc(C(=O)O)cc2)n1,-6,-14,-24,-25,-15,-58,66*,40
